# DAX1 inh-1: DAX1 (NR0B1) inhibitors on StAR promoter, primary screen, cell-based, luminescence, SF-1 (NR5A1), full-length DAX-1. HEK293T StAR-luciferase reporter, SF-1/DAX-1 repression relief. inhibition, % at 6.8 µM. hit rate 1.1% among 370,000. AID 652010, 2013;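 active = inhibition above the mean over all tested compounds plus 3 SD, cut at about 3.6% in these data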;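 also: 0% = DAX-1 cells with DMSO and 100% = cells lacking DAX-1 with DMSO; higher inhibition means more luminescence from relief of DAX-1 repression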
# hgDAF12 agonist: H. glycines DAF-12 receptor agonists, primary screen, cell-based, luminescence, HEK293, GAL4 fusion, UAS-luciferase | HEK293 GAL4-hgDAF12 UAS-luciferase reporter, agonist luminescence; normalized to butyrate control | AID 687014, 2013 | hit rate 1.8% among 370,000 | activation, % at 6.8 µM;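 active = activation above a cutoff set at the mean of all screened compounds plus 3 SD, cut at about 10% in these data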;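 also: 0% = DMSO wells and 100% = sodium butyrate wells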
# HGIII-sPLA2 inh: human group III sPLA2 inhibitors, primary screen, biochemical, QFRET, BODIPY PC-A2 liposome substrate; Group 3 secretory phospholipase A2 (Homo sapiens), Q9NZ20; QFRET BODIPY PC-A2 liposome hydrolysis, fluorescence; inhibition, % at 12.2 µM; hit rate 0.56% among 370,000;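 active = inhibition above mean plus 3 SD of compounds lying within the high and low control bounds, cut at about 19% in these data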;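 also: 0% = median of test compound wells and 100% = no enzyme DMSO wells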
# Rev-erbA mod: modulators of Rev-erb alpha DNA binding, primary screen, biochemical, FITC-DNA, fluorescence polarization, uHTS. Nuclear receptor subfamily 1 group D member 1 (Homo sapiens), P20393. Rev-erbα–FITC-DNA binding, 90 min. activity, % at 10 µM. hit rate 0.79% among 370,000;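 active = activity above about 14%, limit read from the data; passing the limit was not always enough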;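 also: 0% = DMSO wells with 35 nM protein and 100% = DMSO wells with 750 nM protein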
# hcDAF-12 act: H. contortus DAF-12 nuclear receptor activators, primary screen, cell-based, luminescence, HEK293, lit1-tk-luc reporter; HEK293 hcDAF-12 lit1-tk-luc reporter; 0% DMSO, 100% Δ7-dafachronic acid; activation, % at 6.8 µM; hit rate 1.4% among 370,000; AID 652067, 2013;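 active = activation above the mean of all tested compounds plus 3 SD, cut at about 5.5% in these data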;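 also: 100% = response to 3 µM Δ7-dafachronic acid high control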
# PG9 binder: binders of HIV-1 gp120 antibody PG9, primary screen, biochemical, TR-FRET. HIV-1 gp120 / PG9 antibody interaction. TR-FRET gp120-PG9 antibody binding. inhibition, % at 6.7 µM. hit rate 0.43% among 360,000; in the data active = inhibition above about 8.5%
# ssDAF12 agonist: S. stercoralis DAF-12 nuclear receptor activators, primary screen, cell-based, luminescence, HEK293, GRIP1 co-expression, lit1-tk-luc | hit rate 1% among 370,000 | HEK293 ssDAF-12/GRIP1 lit1-tk-luc reporter; % of 3 µM dafachronic acid response | Nuclear hormone receptor DAF-12 (Strongyloides stercoralis) | activation, % at 6.8 µM | AID 652126, 2013;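 active = activation above the mean over all tested compounds plus 3 SD, cut at about 0.9% in these data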;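 also: 0% = DMSO-only wells and 100% = 3 µM delta7-dafachronic acid wells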
# FXN GAA850 act: FXN promoter activators, primary screen, cell-based, luciferase luminescence, HEK293 lucGAA850; HEK293 lucGAA850 FXN promoter luciferase reporter, 24 h; percent of 10 µM SAHA response; activation, % at 6 µM; hit rate 0.56% among 360,000;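 active = activation above the average of all compounds screened plus 3 SD, cutoff fixed separately per campaign, cut at about 7.5% in these data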;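 also: 0% = DMSO wells and 100% = 10 µM SAHA wells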
# DAX1 inh-2: DAX1 (NR0B1) inhibitors, primary screen, cell-based, HEK293, Gal4-DAX1, luciferase luminescence; inhibition, % at 6.75 µM; HEK293 Gal4-DAX1 luciferase reporter; AID 504766, 2011; hit rate 0.99% among 340,000; Nuclear receptor subfamily 0 group B member 1 (Homo sapiens), P51843;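 active = inhibition above the mean over all tested compounds plus 3 SD, cut at about 4.2% in these data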;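 also: 0% = DAX1-transfected cells with DMSO and 100% = empty-vector control cells with DMSO; inhibition shows as a rise in luminescence from relieved DAX1 repression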
# PLCb3 inh: human PLC-beta3 inhibitors, primary screen, biochemical, fluorescence | 1-phosphatidylinositol 4,5-bisphosphate phosphodiesterase beta-3 (Homo sapiens), Q01970 | Purified PLC-beta3, fluorogenic substrate | inhibition, % at 12.2 µM | hit rate 0.18% among 370,000; in the data active = inhibition above about 11%;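 also: 0% = median of compound wells on plate and 100% = full blocker control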
# Target sequence (Q01970 whole entry, looked up): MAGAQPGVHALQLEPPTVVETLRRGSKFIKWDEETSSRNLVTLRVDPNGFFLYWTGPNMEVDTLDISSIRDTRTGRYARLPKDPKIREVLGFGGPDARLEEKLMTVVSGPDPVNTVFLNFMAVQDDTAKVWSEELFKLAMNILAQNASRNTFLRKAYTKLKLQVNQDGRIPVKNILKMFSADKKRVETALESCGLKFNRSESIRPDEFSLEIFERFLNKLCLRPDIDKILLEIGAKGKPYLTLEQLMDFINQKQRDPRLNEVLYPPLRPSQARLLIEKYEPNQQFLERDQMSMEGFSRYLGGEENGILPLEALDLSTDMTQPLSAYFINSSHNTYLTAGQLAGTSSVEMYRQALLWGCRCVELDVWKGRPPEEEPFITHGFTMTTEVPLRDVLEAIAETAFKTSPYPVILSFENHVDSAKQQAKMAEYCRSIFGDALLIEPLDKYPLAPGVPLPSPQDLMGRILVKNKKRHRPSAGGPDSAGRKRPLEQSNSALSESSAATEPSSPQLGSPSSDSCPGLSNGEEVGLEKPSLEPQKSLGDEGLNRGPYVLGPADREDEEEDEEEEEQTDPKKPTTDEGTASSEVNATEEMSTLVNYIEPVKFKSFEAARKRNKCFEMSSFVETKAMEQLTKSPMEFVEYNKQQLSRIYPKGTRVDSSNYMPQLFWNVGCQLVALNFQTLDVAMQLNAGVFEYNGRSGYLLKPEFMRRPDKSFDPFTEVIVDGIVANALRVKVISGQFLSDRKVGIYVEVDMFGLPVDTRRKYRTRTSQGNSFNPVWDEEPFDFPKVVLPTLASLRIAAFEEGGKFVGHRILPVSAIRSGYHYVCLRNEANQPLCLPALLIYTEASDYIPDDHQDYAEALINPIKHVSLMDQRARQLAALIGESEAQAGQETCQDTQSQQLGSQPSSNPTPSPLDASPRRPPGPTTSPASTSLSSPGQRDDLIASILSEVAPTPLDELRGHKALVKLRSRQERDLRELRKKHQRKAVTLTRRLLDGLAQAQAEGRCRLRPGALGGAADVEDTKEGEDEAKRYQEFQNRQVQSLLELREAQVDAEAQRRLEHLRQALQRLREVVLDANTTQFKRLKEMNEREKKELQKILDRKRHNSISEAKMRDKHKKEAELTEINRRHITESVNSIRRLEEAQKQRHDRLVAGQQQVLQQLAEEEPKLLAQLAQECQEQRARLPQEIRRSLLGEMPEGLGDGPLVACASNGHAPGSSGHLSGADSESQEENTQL
# SMARCA2 act: SMARCA2 (BRM) function activators, primary screen, cell-based, luminescence, high throughput; activation, % at 9.1 µM; MG213 cells, MMTV-luciferase reporter, dexamethasone, overnight; AID 652017, 2013; hit rate 1% among 370,000; in the data active = activation above about 7.8%;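 also: 0% = vehicle wells and 100% = reference activator wells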
# * hit, by the source's call; nt = no result given; & = joins results of further samples.
SMILES	DAX1 inh-1	hgDAF12 agonist	HGIII-sPLA2 inh	Rev-erbA mod	hcDAF-12 act	PG9 binder	ssDAF12 agonist	FXN GAA850 act	DAX1 inh-2	PLCb3 inh	SMARCA2 act
CC(=O)OCC(=O)[C@@]1(O)CC[C@H]2[C@@H]3CCC4=CC(=O)CC[C@]4(C)[C@H]3[C@@H](O)C[C@@]21C	-0.5&1.3	-0.8&-5.1	-1&3	7&8	-0.5&-0.9	-2.0&-1.9	-1.2&-1.1	0.3&4.5	1.2&-0.2	3&0	-5&-5
O=C(O)c1ccc(COc2ccccc2/C=C2\NC(=O)N(Cc3ccc(F)cc3)C2=O)cc1	-0.2	-0.9	-7	-2	-1.1	-1.7	-0.3	3.5	0.4	0	-2
COc1cc(C(=O)Nc2nnc(C3CC3)s2)ccc1OCc1c(C)noc1C	-0.5	-0.6	2	1	-1.9	-1.9	-1.4	2.2	0.0	-9	2
Cc1ccc(S(=O)(=O)N2CCC(C(=O)N3CCC3)CC2)cc1	0.3	-0.1	2	-1	1.3	-0.2	-1.1	1.3	1.2	-1	-2
CCC(=O)N1N=C(c2ccc(C)o2)CC1c1ccc(OC)cc1 (configuration not stated)	1.1	3.7	-5	2	-0.9	-1.8	-1.7	-0.1	0.3	0	0
CCOCc1[nH]c(=S)[nH]c(=O)c1Cc1ccc(OC(C)C)cc1	0.2	1.1	1	1	-2.2	-0.7	-1.9	1.0	1.6	-7	1
CCCC1CCC2(CC1)CCC2OC(=S)NCc1ccc(Cl)cc1 (configuration not stated)	nt	0.4	6	3	2.5	nt	-1.7	nt	nt	2	nt
COC(=O)c1ccc(NC(=O)C2CC(=O)OC2c2ccccc2)cc1 (configuration not stated)	-0.5	-0.9	-4	-2	0.6	-1.0	-1.7	1.2	2.5	-7	2
COc1ccc(N=NC2C(=O)N(c3ccccc3)N=C2C)cc1 (configuration not stated)	-0.4	0.7	-6	-7	1.1	-2.8	-0.1	-0.3	-0.6	-2	-1
COc1ccc(/C(N)=N/OC(=O)c2ccc(Br)o2)cc1	0.5	5.3	5	-7	8.4*	0.0	-0.4	4.7	1.7	-2	6
CCS(=O)(=O)c1ccc(OC)c(N=Nc2ccc(O)c3ncccc23)c1	-0.5	1.7	-2	-2	-0.9	-2.1	-1.3	0.7	-0.2	3	-5
CSc1nc(Cc2ccccc2)cc(=O)[nH]1	0.4	0.4	2	5	0.6	-0.1	-1.1	1.9	-0.1	-2	3
O=C1OCCC1Sc1ncnc2sc3c(c12)CCC3 (configuration not stated)	-0.2	1.1	-12	-1	-1.9	-1.8	-0.6	2.3	0.3	1	0
COc1ccc(C2CC(=O)Oc3cc(O)cc(O)c32)cc1 (configuration not stated)	0.4	1.2	-2	6	-0.8	-0.3	-1.0	0.1	2.5	1	-1
CC(C)CC(=O)NC(=S)Nc1ccc(S(=O)(=O)NC(C)(C)C)cc1	-1.6	-4.6	-5	-1	-2.1	-0.1	-1.7	2.4	-2.3	4	-5
CC(C)(C)c1ccc(NC(=O)c2ccc3c(c2)S(=O)(=O)c2ccccc2C3=O)cc1	0.2	0.6	5	2	-0.9	-0.6	-0.6	0.3	-0.1	-2	1
CC(C)N1CC(COc2ccccc2Cl)OC1=O (configuration not stated)	-0.7	1.8	5	-3	4.1	-1.9	0.3	2.6	0.3	-7	-3
CNCCOc1nc(N2CCOCC2)nc(C)c1[N+](=O)[O-]	-0.2	3.5	2	-5	0.3	-0.9	0.0	1.4	1.0	1	0
C=CC[C@H](CC(=O)N(CCO)Cc1ccccc1)C(=O)N[C@H](COC(=O)[C@@H](CC=C)CC(=O)OC(C)(C)C)c1ccccc1	-0.5	-3.8	-25	6	-1.9	0.4	-1.5	-7.8	-0.5	5	0
O=C(NC1CCCC1)C(c1ccncc1)N(C(=O)c1ccco1)c1ccccc1 (configuration not stated)	0.1	0.0	3	6	-1.8	1.6	0.1	-0.1	0.1	-4	-2
COc1ccc(NC(=O)COC(=O)C2CC(=O)N(Cc3ccc(C)cc3)C2)cc1 (configuration not stated)	0.0	-2.1	-3	3	0.2	-0.6	-1.0	-0.1	1.5	-7	0
CCn1ccc(C(=O)Nc2ccsc2C(=O)OC)n1	-2.6	-1.1	-5	-3	-2.1	0.2	-1.2	1.9	-0.4	-2	-1
CCCCNC(=O)C1(C)CCCCN1C(=O)c1ccno1 (configuration not stated)	-0.8	-3.2	5	-3	-1.0	2.7	-1.7	0.8	nt	-1	2
CCN1CC2=C(OC(N)=C(C#N)C2c2cccs2)/C(=C\c2cccs2)C1 (configuration not stated)	-0.3	-3.4	0	nt	-2.4	0.0	-1.6	-2.3	-1.4	-36	-1
CC(C)n1c(O)c(N=NC(=O)Cn2ccc(C(F)(F)F)n2)c2ccccc21	0.3	8.2	-2	4	-0.4	-1.7	-1.5	3.6	-1.2	1	-2
c1cncc(CNc2ccc3c(c2)OCO3)c1	0.0	2.3	12	-3	-1.0	-3.5	-0.8	-0.4	0.4	-17	-1
CN(CCCn1cnc2c(OCc3ccccc3)ncnc21)Cc1ccco1	-0.5	2.8	-10	3	1.1	0.7	-1.0	1.6	1.9	2	2
O=C(N1CCOCC1)N(Cc1ccccc1)c1ccccn1	-0.5	-3.5	-6	-5	-1.2	-0.1	-1.0	-0.8	-1.2	4	-1
Cc1ccc(C(=O)CSc2nccn2-c2ccccc2)cc1	0.6	2.6	-12	7	-1.3	-0.5	-0.4	1.2	-0.5	1	4
CN(CC(=O)Nc1ccc(F)cc1)S(=O)(=O)c1ccc2c(c1)c(=O)n(C)c(=O)n2C	-0.1	0.0	9	-1	-0.8	-0.3	-1.1	-0.7	0.1	-9	-2
COc1ccc(C)cc1N=Nc1ccc(O)c2ncccc12	0.0	-0.5	8	13	-0.2	-5.3	-0.8	-4.0	0.3	5	-3
CCn1cc(C(=O)N2CCCC(C(=O)c3ccc4ccccc4c3)C2)cn1 (configuration not stated)	-0.7	-0.1	0	2	-2.3	-0.9	-1.2	1.4	-1.0	-34	-2
COc1ccc(C2C(C#N)=C(N)OC3=C2C(=O)CC(C)C3)c(OC)c1OC (configuration not stated)	-0.4	1.0	0	-3	-1.8	0.1	-1.5	-0.3	-0.2	-4	-1
Cc1cc(=O)oc2cc(O[C@@H]3O[C@H](CO)[C@@H](O)[C@H](O)[C@H]3O)ccc12	-0.2	0.8	3	4	-1.4	-1.5	-0.7	-2.0	1.6	-9	-2
Cc1sc2ncn(CC(=O)NCCCC(=O)N3CCN(Cc4ccc5c(c4)OCO5)CC3)c(=O)c2c1C	-1.3	-3.6	-2	-2	-1.4	1.3	-2.3	1.9	-0.9	-1	-4
O=C(OCC1OC(n2ccc(=O)[nH]c2=O)C(Cl)C1O)c1ccccc1 (configuration not stated)	-0.3	-0.6	5	2	1.8	-0.4	-0.9	2.0	1.1	2	-1
COc1ccc(-c2c(-c3cc(OC)cc(OC)c3)n(C)c3ccc(-c4cccc5[nH]ccc45)cc23)cc1	0.1	-1.5	18	-2	-1.3	0.2	-1.0	1.4	0.1	-310	2
CC(C)N(C(=O)[C@H]1C[C@H](CC(=O)NCCCn2ccnc2)C(=O)N2CCc3c([nH]c4cc(-c5ccco5)ccc34)[C@]12C)C(C)C	0.8	0.7	-10	-1	0.2	0.8	-1.3	0.2	0.3	-96	7
O=C1NCCOC(=O)[C@H](Cc2ccc(F)cc2)C/C=C\C[C@H]1CC(=O)N(CCO)Cc1ccccc1	-2.6	-2.4	3	6	-1.9	-0.9	-1.5	-0.6	-1.3	0	-1
COc1ccc(-c2cc(C)nc(SCc3cccc(C(=O)O)c3)n2)cc1	-0.1	2.1	-22	0	0.9	-1.7	-0.8	2.8	0.6	-5	-4
Oc1[nH]c2ccc(Br)cc2c1N=NC(=S)N1CCOCC1	-3.1	-15	13	19*	-4.9	-0.8	-1.5	-13	-6.8	-10	-5
CC1(C)CC(=O)C2=C(C1)N(c1ccccc1)C(N)=C(C#N)C2c1ccsc1 (configuration not stated)	-0.7	-1.7	-8	7	-0.2	-0.1	-0.9	-1.0	-0.3	-22	-1
c1coc(CSCc2cn3cccnc3n2)c1	-0.1	1.2	6	-8	-0.2	1.8	-0.3	2.7	0.3	-35	3
CCOC(=O)C1(CC2CC2)CCN(Cc2cnc(-c3ccc(OC)cc3)nc2)CC1	-0.6	2.1	-2	0	-1.5	-1.8	-2.0	-0.5	-2.5	-4	-2
COc1ccc(Cl)cc1C(=O)Nc1ccc2c(c1)OCO2	2.9	8.2	4	-3	7.3*	1.4	1.5*	3.0	1.1	1	1
COc1cccc(CNC(=O)CCN2C(=O)[C@@H]3Cc4ccccc4CN3C2=O)c1	-0.1	1.9	-3	-3	-1.1	-1.4	-1.1	0.5	1.0	-3	-3
O=C(OCCN1CCCCC1)C1(c2ccccc2)CCCC1	-0.4	0.8	-4	-7	0.2	1.0	-0.6	1.0	-0.4	0	1
N#Cc1cc([N+](=O)[O-])ccc1NC(=O)COC(=O)C1CCC(=O)N1 (configuration not stated)	-2.0	1.5	7	-5	0.9	1.8	-0.2	-0.2	1.2	6	1
COc1ccc(C2C(C(=O)NCc3ccccn3)c3ccccc3C(=O)N2C)cc1OC (configuration not stated)	-0.1	-1.4	2	5	-1.2	-1.3	-0.8	-0.8	1.0	-2	-3
CCOc1ccc(-n2c([S-])c(C(=O)Nc3ccc(S(=O)(=O)N4CCOCC4)cc3)[n+]3cc(C(N)=O)ccc23)cc1	0.2	4.8	-7	91*	0.9	-1.3	-0.3	2.9	0.9	-23	3

# (list continues)
SMILES	DAX1 inh-1	hgDAF12 agonist	HGIII-sPLA2 inh	Rev-erbA mod	hcDAF-12 act	PG9 binder	ssDAF12 agonist	FXN GAA850 act	DAX1 inh-2	PLCb3 inh	SMARCA2 act
CN(Cc1ccc(Cl)c(Cl)c1)C(=O)c1ccccc1SCC(=O)N1CCCC1	-1.0	-2.3	-9	4	-0.5	-1.9	-0.8	-1.4	-1.2	-4	-1
Cc1n[nH]c(=O)n1-c1ccc(C(C)C)cc1	0.1	-3.5	-2	1	-1.9	-0.9	-0.7	1.4	-0.6	-1	-2
CCC1Sc2ccccc2N(CC(=O)NCCC2=CCCCC2)C1=O (configuration not stated)	-1.3	1.8	0	2	-1.1	1.5	0.0	-1.2	-1.3	2	0
CC(C)CCN1C(=O)c2ccc(C(=O)Nc3cccc(S(N)(=O)=O)c3)cc2C1=O	-0.5	-2.9	-9	0	-0.6	0.2	-1.5	1.8	-1.6	1	-3

# Bioassay records from PubChem BioAssay.
